# High-throughput results (PubChem)
# MEX-5 binding: C. elegans MEX-5 TCR-2 RNA binding activity; hit rate 0.38% among 300,000; MEX-5/FITC-TCR2 RNA binding, fluorescence polarization; active compounds read low; activity score (negative = inhibition of binding), % at 10 µM; Q9XUB2;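 active = inhibition past about -25% in most replicates, and total fluorescence under double the plate's negative control median, limit read from the data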;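 note: 0% = DMSO and -100% = 5 µM competing unlabeled TCR2 RNA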
# Target sequence (Q9XUB2 whole entry, looked up): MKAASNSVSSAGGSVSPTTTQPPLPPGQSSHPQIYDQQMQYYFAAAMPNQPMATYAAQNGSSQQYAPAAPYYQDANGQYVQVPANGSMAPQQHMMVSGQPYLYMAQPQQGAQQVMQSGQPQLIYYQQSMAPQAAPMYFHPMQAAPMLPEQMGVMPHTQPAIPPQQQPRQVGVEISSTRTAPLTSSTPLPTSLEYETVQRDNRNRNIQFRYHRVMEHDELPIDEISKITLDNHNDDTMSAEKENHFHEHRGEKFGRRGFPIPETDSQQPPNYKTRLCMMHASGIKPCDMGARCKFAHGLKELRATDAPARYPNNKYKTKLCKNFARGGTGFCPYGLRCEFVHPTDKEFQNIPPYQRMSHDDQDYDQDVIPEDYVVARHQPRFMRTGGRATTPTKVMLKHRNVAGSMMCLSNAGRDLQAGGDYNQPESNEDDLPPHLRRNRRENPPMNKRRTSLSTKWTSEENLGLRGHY
# MCL1 BIM primary: MCL1-BIM-BH3 interaction inhibition (human); Q07820; hit rate 0.68% among 320,000; inhibition, % at 10.9 µM; GST-MCL1 / FITC-Bim-BH3 fluorescence polarization;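 active = inhibition above the mean inhibition of all tested compounds plus 3 SD, set per campaign, cut at about 40% in these data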;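 note: 0% = DMSO wells and 100% = unlabeled Bim-BH3 peptide control; higher means more loss of mP so more displacement of Bim peptide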
# Target sequence (Q07820 whole entry, looked up): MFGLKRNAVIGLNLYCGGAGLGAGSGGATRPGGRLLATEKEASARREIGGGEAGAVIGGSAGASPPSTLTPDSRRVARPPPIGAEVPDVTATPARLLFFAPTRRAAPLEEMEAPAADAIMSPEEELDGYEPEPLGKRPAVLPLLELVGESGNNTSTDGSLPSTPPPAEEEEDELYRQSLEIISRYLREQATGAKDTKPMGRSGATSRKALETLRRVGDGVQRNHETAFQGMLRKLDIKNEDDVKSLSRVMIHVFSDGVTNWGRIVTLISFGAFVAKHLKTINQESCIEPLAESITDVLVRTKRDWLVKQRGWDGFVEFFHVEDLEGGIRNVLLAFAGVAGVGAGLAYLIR
# PME-1 inh: PME-1 (human) inhibition; Q9Y570; recombinant PME-1, FP-Rh probe fluorescence polarization; inhibition, % at 5.9 µM; hit rate 0.53% among 320,000;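 active = inhibition above the campaign mean of all compounds plus 3 SD, cut at about 26% in these data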;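 note: competitive labeling of PME-1 active site by serine hydrolase directed probe; 0% = PME-1 with DMSO and 100% = wells lacking PME-1 enzyme; inhibitors block probe labeling so polarization falls and inhibition rises; many of its hits are not listed in these tables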
# Fam108B counter: blocks mouse Fam108B hydrolase in RBBP9 counter-screen; inhibition, % at 9.51 µM; recombinant Fam108B, FP-Rh probe fluorescence polarization; hit rate 0.33% among 300,000;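 active = inhibition above the screen mean inhibition plus 3 SD, computed separately per campaign, cut at about 18% in these data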;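 note: inhibitors lower polarization as less probe binds the enzyme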
# GSTO1 counter: GSTO1 inhibition, counter-screen for RBBP9 inhibitors | AID 1974 | recombinant GSTO1, activity-based probe fluorescence polarization | hit rate 1.1% among 300,000 | inhibition, % at 5.96 µM;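 active = inhibition above the campaign mean inhibition plus 3 SD, cut at about 35% in these data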;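 note: 0% = GSTO1-1 with DMSO and 100% = wells lacking GSTO1-1 enzyme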
# PAD4 FP inh: PAD4 (human) enzyme inhibition; Q9UM07; recombinant PAD4, RCA probe fluorescence polarization; inhibition, % at 6.36 µM; hit rate 0.41% among 330,000;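 active = percent inhibition above a cutoff equal to the mean of all tested compounds plus 3 SD, cut at about 15% in these data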;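 note: 0% = PAD4 with RCA probe and DMSO and 100% = probe without PAD4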
# TPT1 inhibitor: blocks Candida albicans tRNA 2'-phosphotransferase | hit rate 0.81% among 300,000 | inhibition, % at 5 µM | recombinant caTPT1, FP RNA substrate dephosphorylation;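 active = inhibition above the mean of all tested compounds plus 3 SD, set per screening campaign, cut at about 24% in these data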;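 note: plate controls were DMSO alone for no effect and ferristatin control at 100 nM for full effect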
# BCLXL inh: inhibitors of human Bcl-xL; Q07817; GST-Bcl-xL / FITC-Bim BH3 peptide fluorescence polarization; inhibition, % at 10.9 µM; hit rate 0.7% among 320,000;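 active = inhibition above the mean of all tested compounds plus 3 SD, cutoff set per campaign, cut at about 30% in these data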;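 note: 0% = DMSO wells and 100% = unlabeled Bim-BH3 peptide competitor; inhibitors lower millipolarization by displacing the labeled peptide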
# Target sequence (Q07817 whole entry, looked up): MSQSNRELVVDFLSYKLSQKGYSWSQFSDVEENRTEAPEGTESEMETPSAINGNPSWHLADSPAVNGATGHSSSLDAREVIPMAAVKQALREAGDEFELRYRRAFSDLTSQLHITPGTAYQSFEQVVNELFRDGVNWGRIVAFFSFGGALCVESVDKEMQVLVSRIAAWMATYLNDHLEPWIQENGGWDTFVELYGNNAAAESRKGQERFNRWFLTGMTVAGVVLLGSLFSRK
# GLD-1 TGE inh: GLD-1-TGE RNA interaction inhibition (C. elegans); inhibition, % at 5.96 µM; hit rate 0.44% among 320,000; purified GLD-1 + fluorescein TGE RNA, fluorescence polarization; Q17339;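 active = percent inhibition above a per-plate cutoff, the plate mean of test compounds plus 3 SD, cut at about 30% in these data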;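 note: 0% = DMSO wells with GLD-1 and probe and 100% = wells lacking GLD-1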
# The depositor's hits bear a star; x = not tested or not shown; & = joins results of further samples.
entry	Structure	MEX-5 binding	MCL1 BIM primary	PME-1 inh	Fam108B counter	GSTO1 counter
1	CC(C)[C@H](NC(=O)c1cccc(CN(Cc2ccccc2)C(=O)c2ccccc2)c1)C(=O)O	2.0	2	-2	-1	3
2	COc1ccc(Cc2nnc(SCC(=O)Nc3ccc(C)cc3C)[nH]c2=O)cc1	2.1	1	9	1	-8
3	Cc1cc(C)nc(Sc2ccc([N+](=O)[O-])cc2[N+](=O)[O-])n1	0.5	6	-9	0	22
4	CCOc1ccc(Nc2nc(Cc3nnc(SCC(=O)O)o3)cs2)cc1	-3.4	19	2	6	32
5	Cc1ccc(N(CC(=O)N2CCN(Cc3ccccc3)CC2)S(C)(=O)=O)cc1C	0.0	8	-10	-2	11
6	COc1cccc(-n2nc(C(=O)N3CCN(Cc4ccccc4)CC3)c3ccccc3c2=O)c1	1.0	5	-4	4	2
7	COc1ccc(N2CCN(C(=O)NCc3cccc(OC)c3)CC2)cc1	-0.1	-3	0	1	-1
8	CS(=O)(=O)c1ccc(CNC(=O)[C@]2(C(F)(F)F)C[C@H](CCc3ccccc3)CCCO2)cc1	-1.8	2	-5	1	4

entry	PAD4 FP inh	TPT1 inhibitor	BCLXL inh	GLD-1 TGE inh
1	-1	-2	2	10
2	3	-1	4	3
3	14	-6	1	4
4	-3	1	8	-9
5	-3	1	1	8
6	-4	0	5	0
7	3	-1	0	-1
8	-3	-1	3	0

# Later entries:
entry	Structure	MEX-5 binding	MCL1 BIM primary	PME-1 inh	Fam108B counter	GSTO1 counter
9	CC1=C(C(=O)Nc2ccc(Cl)cc2)C(c2ccco2)NC(=O)N1 (stereo not drawn)	-2.4	3	-2	-4	2
10	Cc1cccc(-c2nc(CN3CCCC(C(=O)NC4CCC(C)CC4)C3)c(C)o2)c1 (stereo not drawn)	-0.7	-3	-19	-7	1
11	CNC(=O)Oc1ccc2c(c1)[C@]1(C)CCN(C)[C@@H]1N2C	0.8&0.1	5&-1	-1&-2	2&0	5&7
12	COc1ccc(-c2c(-c3ccc(OC)c(C)c3O)n[nH]c2C)cc1	-0.4	4	3	-2	12
13	O=C(Cn1c(CN2CCCCC2)nc2ccccc2c1=O)Nc1ccccc1	2.2	7	-5	4	5
14	Cc1cc(C)c(C#N)c(Nc2ccccc2)n1	x	-7	7	0	6
15	CC(=O)N1CCN(C(=O)CSc2nc3c(cnn3-c3ccccc3)c(=O)[nH]2)CC1	-3.7	-3	-1	-5	5
16	Cc1ccccc1NC(=O)Cn1c(C)nc2ccc(N)cc2c1=O	3.7	3	1	0	0

entry	PAD4 FP inh	TPT1 inhibitor	BCLXL inh	GLD-1 TGE inh
9	-3	2	1	5
10	-3	-1	5	-9
11	-2&-15	3&2	2&1	4&4
12	2	2	1	3
13	-2	-3	9	1
14	-4	1	-1	2
15	-1	-1	0	-3
16	0	-1	4	11

# Additional structures follow:
entry	Structure	MEX-5 binding	MCL1 BIM primary	PME-1 inh	Fam108B counter	GSTO1 counter
17	O=C(NC1(C(F)(F)F)NC(=O)N(Cc2cccnc2)C1=O)c1ccncc1 (stereo not drawn)	-0.6	5	5	1	1
18	Cc1ccc(C(=O)OCC(=O)N(CC(C)C)c2c(N)n(Cc3ccccc3)c(=O)[nH]c2=O)s1	0.5	-27	-3	0	8
19	CCOc1ccc2[nH]cc(C(=O)N3CCN(CC)CC3)c(=O)c2c1	-0.8	9	-1	-4	0
20	Cn1nnnc1SCC(=O)Nc1cc(C(=O)O)cc(C(=O)O)c1	0.2	12	-5	-1	-5
21	O=C(CCCC(=O)c1ccccc1)NCCc1ccccc1F	1.1	6	-8	0	1
22	COc1ccc(-c2noc(CSc3nnc(-c4ccccc4)n3C)n2)cc1	-2.0	1	-2	-2	5
23	COc1ccc(Cl)cc1Nc1ncnc2sc(C)c(S(=O)(=O)N3CCC(C)CC3)c12	0.2	5	5	0	3
24	COc1ccccc1NC(=O)c1ccc(NS(C)(=O)=O)cc1	0.2	2	-3	3	-2

entry	PAD4 FP inh	TPT1 inhibitor	BCLXL inh	GLD-1 TGE inh
17	-2	-1	7	3
18	2	-2	-11	-4
19	-4	-8	8	2
20	1	1	1	0
21	2	-3	2	-3
22	-3	-3	-2	3
23	1	-4	4	5
24	3	-5	1	1

# One compound at a time, from the list above.
# O=C(NC1(C(F)(F)F)NC(=O)N(Cc2cccnc2)C1=O)c1ccncc1 (stereo not drawn) in the list: MEX-5 binding: -0.6; MCL1 BIM primary: 5; PME-1 inh: 5; Fam108B counter: 1; GSTO1 counter: 1; PAD4 FP inh: -2; TPT1 inhibitor: -1; BCLXL inh: 7; GLD-1 TGE inh: 3
# COc1ccc(-c2noc(CSc3nnc(-c4ccccc4)n3C)n2)cc1 in the list: MEX-5 binding: -2.0; MCL1 BIM primary: 1; PME-1 inh: -2; Fam108B counter: -2; GSTO1 counter: 5; PAD4 FP inh: -3; TPT1 inhibitor: -3; BCLXL inh: -2; GLD-1 TGE inh: 3

# Continued:
entry	Structure	MEX-5 binding	MCL1 BIM primary	PME-1 inh	Fam108B counter	GSTO1 counter
25	CCNC(=O)C1CC(=O)N(c2ccc(OCC)cc2)C1 (stereo not drawn)	1.4	-1	-1	6	6
26	CCCN(CC1CC1)C(=O)COC(=O)c1[nH]c(C)c(C(=O)OCC)c1C	-0.5	5	5	-1	-4
27	CN(C)C(CNc1ncnc2sc3c(c12)CCCC3)c1ccco1 (stereo not drawn)	3.2	2	-2	-4	-10
28	CCC(C)N1C(=O)S/C(=C/c2ccc(N3CCOCC3)cc2C)C1=O (stereo not drawn)	2.3	-6	12	-1	4
29	CC(C)c1ccc(N(C(=O)c2ccco2)C(C(=O)NC2CCCC2)c2ccncc2)cc1 (stereo not drawn)	-0.1	0	-1	1	-5
30	CC(C)CCNC(=O)c1ccc(NC(=O)C2=CSCCO2)cc1	1.1	10	-4	-1	5
31	C/C(=N\Nc1ccc(C(=O)O)cc1)c1ccc2c(c1)Nc1ccccc1S2	0.4	-13	28*	30*	25
32	Nc1[nH]c(N=NC(=O)c2ccc(Cl)cc2)c2ccccc12	2.2	0	-7	-3	-1

entry	PAD4 FP inh	TPT1 inhibitor	BCLXL inh	GLD-1 TGE inh
25	3	-5	4	3
26	-1	-1	3	3
27	-4	2	5	3
28	5	19	-1	-10
29	-7	-1	1	-5
30	-4	0	5	0
31	0	8	4	2
32	-4	-5	4	8

# (listing goes on)
entry	Structure	MEX-5 binding	MCL1 BIM primary	PME-1 inh	Fam108B counter	GSTO1 counter
33	CCS(=O)(=O)c1nc2ccccc2n1CC(=O)N1CCOCC1	2.0	-2	-6	-5	-1
34	Cn1cc(Br)c(C(=O)N2CCN(c3cccc(Cl)c3)CC2)n1	0.2	8	-5	-1	-6
35	COc1ccc(Cl)cc1NC(=O)C1CCCO1 (stereo not drawn)	-1.0	-1	1	5	2
36	COCCNC(=S)N(CCc1c(C)[nH]c2ccc(OC)cc12)Cc1ccco1	2.1	5	-5	1	3
37	Cc1ccc(-c2cccc(C(=O)NCc3ccccc3)n2)c2ccccc12	0.8	3	-4	1	2
38	COc1ccc(N2CCN(CCCNS(=O)(=O)c3c(C)noc3/C=C/N(C)C)CC2)cc1	-0.7	1	6	-1	1
39	C#CCOCCOCCOCCNc1nc(N2CCN(C(=O)CCCCCCCCCCNC(=O)[C@H]([C@@H](C)CC)n3cc(CCCCCN)nn3)CC2)nc(N2CCN(C(=O)CCCCCCCCCCNC(=O)[C@H](CCCCN)n3cc(CCCC(=O)O)nn3)CC2)n1	x	3	-3	4	4
40	CC(=O)N1CCc2c(sc(NC(=O)C3CCCCC3)c2C(N)=O)C1	-27*	15	-4	3	4

entry	PAD4 FP inh	TPT1 inhibitor	BCLXL inh	GLD-1 TGE inh
33	6	-4	1	1
34	0	1	8	4
35	0	-6	3	-4
36	-1	0	1	2
37	3	-2	3	-2
38	3	14	-1	-8
39	1	-1	5	5
40	2	3	13	57*

# Going on with the list:
entry	Structure	MEX-5 binding	MCL1 BIM primary	PME-1 inh	Fam108B counter	GSTO1 counter
41	COC(=O)c1cc(=O)n(CCc2ccccc2F)c(=Nc2ccc(F)c(Cl)c2)s1	2.0	-1	-21	-20	0
42	O=C(CCC(=O)c1ccc(Cl)cc1)OCC(=O)c1ccccc1	-2.0	3	4	0	9
43	O=C(CSc1nc(-c2ccco2)cc(C(F)(F)F)n1)Nc1ccc(C(=O)N2CCOCC2)cc1	1.6	4	-2	-8	3
44	CSc1nsc(SCc2ccc(Cl)cc2)n1	0.5	-3	2	-4	-2
45	CC(C)(CO)NC(=O)Nc1ccc(Cl)c(Cl)c1	0.6	-1	3	-5	-6
46	O=C(COC(=O)c1ccccc1SCC(=O)NC1CCS(=O)(=O)C1)NC1CCS(=O)(=O)C1 (stereo not drawn)	0.4	4	11	1	-1
47	O=C(NC(=S)Nc1ccccc1O)c1cccnc1	-1.1	7	1	-1	2
48	CC(=O)c1cc(NC(=O)c2ccccc2)c(=O)oc1C	-1.7	19	-2	3	-2

entry	PAD4 FP inh	TPT1 inhibitor	BCLXL inh	GLD-1 TGE inh
41	0	2	0	5
42	1	-1	4	-2
43	0	0	5	-2
44	1	1	2	7
45	4	-3	3	-7
46	-2	-5	-1	-10
47	5	-2	12	-2
48	0	0	5	-3

# (listing goes on)
entry	Structure	MEX-5 binding	MCL1 BIM primary	PME-1 inh	Fam108B counter	GSTO1 counter
49	COC(=O)C1(CC2CC(c3cccc(Br)c3)=NO2)CCN(C(=O)OC(C)(C)C)CC1 (stereo not drawn)	2.5	-2	-4	1	5
50	N#Cc1ccc(OCC(=O)n2cc(C(=O)c3cc(Cl)cc(Cl)c3O)cn2)cc1	-0.8	10	2	2	6
51	Cc1cc(OCc2ccc(C(=O)n3cccn3)o2)ccc1Cl	-0.6	4	-1	2	4
52	COc1cccc(CN2C(=O)Nc3ccccc3C(=O)N2C(C)(C)C)c1	0.1	-3	-2	0	9
53	O=C(COc1ccccc1)Nc1ccc(S(=O)(=O)N2CCOCC2)cc1	2.5	0	-2	-1	0
54	COc1cc(C(=O)NCCc2ccc3c(c2)OCCO3)ccc1OCC(=O)N1CCOCC1	0.2	-11	0	-5	2
55	O=C(Cc1ccc(F)cc1)N(c1ccccc1)C1C=CS(=O)(=O)C1 (stereo not drawn)	1.0	7	-7	-1	3
56	CN1CC(=O)N(C)c2ncn(Cc3ccccc3)c2C1=O	-1.6	3	-1	3	-4

entry	PAD4 FP inh	TPT1 inhibitor	BCLXL inh	GLD-1 TGE inh
49	5	-2	-1	1
50	-3	-2	12	-4
51	1	-3	6	6
52	2	2	-1	0
53	1	-1	5	0
54	-1	5	-4	6
55	-7	-1	5	8
56	-5	-3	5	-6

# Carrying on.
entry	Structure	MEX-5 binding	MCL1 BIM primary	PME-1 inh	Fam108B counter	GSTO1 counter
57	COc1ccc(CCNC(=O)CSc2nnc3ccc(-c4ccncc4)nn23)cc1	1.1	6	4	2	3
58	O=Cc1cn(-c2ccccc2)nc1-c1cc2c(ccc3ccccc32)oc1=O	x	1	-5	-20	-3
59	Cn1cc(S(=O)(=O)Cc2ccc(F)cc2)c2ccccc21	-1.6	7	-5	-6	6
60	Cc1ccc(C(=O)Nc2cccc(S(=O)(=O)N3CCCCC3)c2)cc1[N+](=O)[O-]	x	-10	-22	x	x

entry	PAD4 FP inh	TPT1 inhibitor	BCLXL inh	GLD-1 TGE inh
57	0	0	8	-5
58	2	2	-2	-7
59	-1	-4	1	4
60	-6	x	-7	2

# Some of the compounds tested. The share of hits here may be higher or lower than overall.
